# Screening results (PubChem)
# PRMT1 FP inh: inhibitors of human PRMT1 | actives 1.3% (n = 370,000) | inhibition, % at 2.79 µM | AID 652257 | recombinant PRMT1, activity-based probe fluorescence polarization;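 active means inhibition above about 21% made by adding two undisclosed values, limit read from the data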
# NR1D1 modulator: modulates human Rev-erb alpha binding to DNA; P20393; Rev-erbα–FITC-DNA binding, fluorescence polarization, 90 min; activity, % at 10 µM; actives 0.79% (n = 370,000); AID 1259318;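 active means activity above about 14%, limit read from the data; passing the limit was not always enough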;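 further: 0% = DMSO wells with 35 nM protein and 100% = DMSO wells with 750 nM protein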
# Target sequence (P20393 whole entry, looked up): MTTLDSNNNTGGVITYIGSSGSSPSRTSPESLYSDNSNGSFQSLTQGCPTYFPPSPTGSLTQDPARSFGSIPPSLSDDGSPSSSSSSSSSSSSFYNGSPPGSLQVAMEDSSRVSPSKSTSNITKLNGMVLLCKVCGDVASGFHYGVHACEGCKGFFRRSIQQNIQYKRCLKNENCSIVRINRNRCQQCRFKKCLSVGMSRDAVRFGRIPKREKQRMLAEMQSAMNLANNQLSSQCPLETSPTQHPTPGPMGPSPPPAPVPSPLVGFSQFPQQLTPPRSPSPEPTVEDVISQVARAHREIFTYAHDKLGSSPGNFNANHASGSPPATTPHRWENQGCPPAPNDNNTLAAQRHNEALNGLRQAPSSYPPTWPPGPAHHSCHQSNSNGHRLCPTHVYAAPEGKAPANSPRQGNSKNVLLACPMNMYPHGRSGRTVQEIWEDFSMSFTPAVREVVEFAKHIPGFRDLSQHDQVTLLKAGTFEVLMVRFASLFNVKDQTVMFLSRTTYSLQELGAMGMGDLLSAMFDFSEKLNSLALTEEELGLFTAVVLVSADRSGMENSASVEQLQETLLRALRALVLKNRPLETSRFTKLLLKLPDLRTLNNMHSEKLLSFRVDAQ
# TDP2 inh: TDP2 (human) inhibition, absorbance primary screen; actives 0.34% (n = 370,000); inhibition, % at 12.8 µM; recombinant TDP2, T5PNP hydrolysis, p-nitrophenol absorbance 415 nm;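 active means inhibition above the mean of all tested compounds plus 3 SD, set per campaign, cut at about 25% in these data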;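 further: 0% = DMSO with enzyme and 100% = buffer with substrate but no TDP2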
# Target sequence (O95551 whole entry, looked up): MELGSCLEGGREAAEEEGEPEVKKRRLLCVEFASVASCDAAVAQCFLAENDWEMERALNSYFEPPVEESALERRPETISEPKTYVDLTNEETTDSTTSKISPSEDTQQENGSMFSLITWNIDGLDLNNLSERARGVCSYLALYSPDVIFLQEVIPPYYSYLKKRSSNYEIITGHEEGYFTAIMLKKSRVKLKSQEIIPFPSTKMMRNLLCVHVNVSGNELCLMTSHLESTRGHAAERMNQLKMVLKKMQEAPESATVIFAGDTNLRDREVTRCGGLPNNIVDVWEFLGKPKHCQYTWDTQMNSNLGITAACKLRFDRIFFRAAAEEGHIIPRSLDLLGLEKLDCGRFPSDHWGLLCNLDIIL
#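 Incubation: 2 h at 37 °C; Test system: recombinant human TDP2; Quantity: enzyme 120 nM; Read-out basis: percent inhibition; Medium: 50 mM Tris-HCl pH 7.5 with Mg2+, KCl, DTT, BSA; Repeats: single replicate; Compound: 12.8 µM single point, 1% DMSO; Signal: epi absorbance; Reagent: 5 mM T5PNP chromogenic substrate; Benchmarks: no-enzyme high, DMSO-plus-enzyme low.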
# HTRA1 inhibitor: inhibitors of human serine peptidase HTRA1; AID 504803; actives 0.5% (n = 340,000); recombinant HTRA1, FP-rhodamine activity-based probe, fluorescence polarization; inhibition, % at 5.96 µM; in the data active means inhibition above about 36%;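 further: 0% = enzyme with DMSO and 100% = wells lacking enzyme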
# PG9 binder: PG9 antibody binding by small molecule; actives 0.43% (n = 360,000); AID 624416; inhibition, % at 6.7 µM; TR-FRET gp120-PG9 antibody binding; in the data active means inhibition above about 8.5%
# ABHD4 inh: ABHD4 (mouse) inhibition, primary FP screen; Q8VD66; purified mABHD4, FP-Rh probe fluorescence polarization; AID 720543; actives 0.54% (n = 370,000); inhibition, % at 8.92 µM;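 active means inhibition exceeding the mean over every tested compound plus 3 SD, cut at about 30% in these data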;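 further: 0% = plate median of compound wells and 100% = S159A mutant with DMSO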
#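 assay system = mABHD4 protein | compound dosing = single nominal dose of 8.92 µM, 0.89% DMSO final | read-out basis = percent inhibition of probe binding, normalized to plate controls | schedule = Enzyme–compound pre-incubation 45 min, then probe 60 min, both 25 °C | detection = fluorescence polarization, excitation 525 nm, emission 598 nm, BODIPY TMR filters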
# TCR CD3 inh: blocks the human TCR-CD3 interaction; TAMRA-labeled TCR probe fluorescence, biochemical; AID 651800; inhibition, % at 9.4 µM; actives 0.37% (n = 360,000); in the data active means inhibition above about 19%;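 further: recombinant mutant TCR 2C K166C tagged with TAMRA read by polarization; 0% = receptor in buffer alone and 100% = receptor with positive control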
# LEDGF integ inh: blocks HIV-1 LEDGF/p75-dependent DNA integration; TR-FRET IN-LEDGF/p75 DNA integration, Eu/Cy5; actives 0.64% (n = 370,000); inhibition, % at 3.7 µM; AID 743269;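 active means inhibition above the screen-wide mean plus 3 SD, cut at about 13% in these data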;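 further: signal is the Cy5 over europium emission ratio at 671 and 618 nm; 0% = plate median of compound wells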
# SIAE primary: inhibitors of human sialic acid acetylesterase SIAE; Q9HAT2; inhibition, % at 9.66 µM; SIAE FP-Rh probe binding, fluorescence polarization; actives 0.69% (n = 370,000); AID 1053197;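 active means inhibition above a cutoff: mean of compounds within the control limits plus 3 SD of those, cut at about 17% in these data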;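 further: 0% = plate median of compound wells and 100% = probe without SIAE protein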
# rCAG binder: binds r(CAG) RNA repeats; r(CAG) RNA repeat, TO-PRO-1 dye displacement fluorescence; inhibition, % at 3 µM; actives 1.3% (n = 370,000);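 active means inhibition above the plate cutoff, the mean of all test compounds on that plate plus 3 SD, cut at about 35% in these data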;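 further: 0% = DMSO alone and 100% = 100 µM mitoxantrone as full dye displacement; higher means more dye released from RNA so lower well fluorescence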
# * hit, by the source's call; nt = no result given; & = joins results of further samples. The list is partial. The share of hits here may be higher or lower than overall.
SMILES,PRMT1 FP inh,NR1D1 modulator,TDP2 inh,HTRA1 inhibitor,PG9 binder,ABHD4 inh,TCR CD3 inh,LEDGF integ inh,SIAE primary,rCAG binder
COc1cc(/C=N/NC(=O)c2nc3ccccn3c2C)cc(OC)c1O,4,9,-8,5,-4.0,12,-1,-6,7,-1
CCOP(=O)(OCC)/C(=N/OC(=O)c1ccc(OC)cc1)C(N)=O,0,1,10,3,1.1,6,-8,-2,4,-2
COc1cccc(CNC(=O)[C@@H]2CCCN2C(=O)OC(C)(C)C)c1,2,-3,-7,nt,-3.0,0,-9,3,-5,-1
COc1ccc(/C=N/NC(=O)c2ccc3c(c2)NC(=O)C(C)(C)O3)cc1OC,-2,1,12,-5,0.5,-6,3,2,2,-3
CSCCC(NC(=O)c1cccc(C)c1)C(=O)O (stereo not given),4,5,3,3,0.7,0,-3,-3,10,0
Cc1cccc2c1N(CCOc1ccccc1Cl)C(=O)C2=O,-1,3,5,-34,-2.0,-6,-7,2,2,1
NCCc1ccc(O)c(O)c1,10,-33&0,-4,10,-1.1,1,-9,9,9,1
O=C(Nc1ncccc1O)c1ccc(S(=O)(=O)N2CCCCCC2)cc1,0,-3,8,-1,0.1,-4,2,2,-6,-1
CCCc1n(CC(O)COCC2CC=CCC2)c2ccccc2[n+]1C (stereo not given),3,-4,8,2,0.8,1,10,-5,1,2
CCOC(=O)/C=C1\CN(Cc2cc(OC)c(OC)c(OC)c2)S(=O)(=O)c2ccc(C(F)(F)F)cc21,1,3,-23,-8,-1.8,-13,-3,-2,-7,-4
Cc1nnc(NC(=O)CSc2nnc(-c3ccco3)n2C(C)C)s1,5,-1,-18,-2,2.1,-9,6,2,-4,-1
COC(=O)c1cccnc1NC(=S)NC1CCCCC1,-4,-7,-2,4,-0.8,-2,2,5,3,-2
Cc1ccc(S(=O)(=O)Nc2ccccc2F)cc1C(=O)OC(C)C(=O)N1CCOCC1 (stereo not given),-1,2,12,0,1.1,8,-5,-2,10,8
Cc1ccc(-c2nnc(CCC(=O)NCC3C4CC5CC(C4)CC3C5)o2)s1 (stereo not given),0,-2,5,-10,0.0,1,1,1,-6,3
O=C(Cn1cnc2cc([N+](=O)[O-])ccc2c1=O)NCCc1ccc(F)cc1,-5,1,4,5,-1.5,3,2,0,-4,7
Cc1ccc(NC(=O)[C@@H]2CCCN2C(=O)c2cccs2)cc1S(=O)(=O)N1CCCCC1,2,4,-8,-1,1.5,-2,-1,0,6,6
CC1(C(=O)NCc2ccccc2)CSCC(=O)N1CCCN1CCOCC1 (stereo not given),-2,-8,-20,nt,0.5,-7,-10,5,7,4
CC(=O)c1ccc(S(=O)(=O)Oc2ccc(C(=O)O)cc2Cl)cc1,3,1,14,-2,1.0,6,1,-3,4,5
NNC(=O)c1ccc(COCC(F)(F)F)cc1,3,3,2,1,0.7,-4,-8,5,2,-4
Cc1ccc(SCC(=O)NCc2ccccc2)cc1,6,3,8,3,0.5,0,-5,-6,-1,-3
Cn1c(=O)c2c(ncn2CC(O)CNc2ccc(F)cc2)n(C)c1=O (stereo not given),-4,-8,7,4,0.3,4,8,-3,7,0
CCc1c(C)nc(N)nc1OCC(F)(F)C(F)F,5,-3,0,4,0.1,-3,-3,-1,-2,-2
C=CCNC(=S)Nc1c(N)n(C)c(=O)n(C)c1=O,-3,2,6,10,1.1,3,2,2,1,4
COc1cc(OC)c(/C=N/N2CCN(c3ccccc3OC)CC2)c(OC)c1,-4,3,-9,1,-3.5,-2,-3,1,8,-6
C[C@@H]1CN([C@@H](C)CO)C(=O)CCCn2cc(nn2)CO[C@H]1CN(C)S(=O)(=O)c1cccc(F)c1,0,-9,1,4,-2.5,2,11,2,4,2

# Following part:
SMILES,PRMT1 FP inh,NR1D1 modulator,TDP2 inh,HTRA1 inhibitor,PG9 binder,ABHD4 inh,TCR CD3 inh,LEDGF integ inh,SIAE primary,rCAG binder
Cn1cc(/C=N/n2cnc3scc(-c4ccccc4)c3c2=O)c2ccccc21,2,-5,3,2,-0.3,1,-3,-2,-7,7
CCC(C(=O)NC1CC(C)(C)NC(C)(C)C1)c1ccccc1 (stereo not given),2,3,6,7,-1.0,4,-3,3,2,-2
CC(C)CCNC(=O)CN(Cc1ccco1)C(=O)c1snc(C(N)=O)c1N,-3,0,-12,-1,-0.3,5,-1,3,-11,2
COCCn1c(C)cc(C(=O)COC(=O)CCN2C(=O)c3ccccc3C2=O)c1C,-1,0,2,1,-1.0,-5,1,-1,9,-7
CCC(C)NC(=O)C1(N2C(=O)c3ccccc3C2=O)CCCC1 (stereo not given),-1,-9,-19,7,-0.4,4,6,6,-3,-2
O=C(O)c1ccccc1NS(=O)(=O)c1cccc2cccnc12,0,-2,-24,3,-1.5,4,-11,-1,-4,11
CC(=O)C[C@H](O)CC(=O)[C@H]1OC(=O)CC/C=C\Cc2ccccc21,6,-2,12,4,1.6,2,-8,3,-2,-2
COc1cccc(NC2CC(=O)N(CCc3ccccc3)C2=O)c1 (stereo not given),2,7,1,-10,-0.7,9,1,4,7,4
C=CCn1c(=N)n(CC(=O)OCC)c2ccccc21,4,1,-11,2,2.6,-1,-7,-2,0,-1
Cc1ccc(NC(=O)COC(=O)CC2SC(N3CCCC3)=NC2=O)cc1 (stereo not given),0,6,8,0,-0.1,6,-2,-5,0,1
O=C(COC(=O)c1ccc2c(c1)C(=O)N(c1cccc3ncccc13)C2=O)c1ccc(Cl)cc1,1,-17,5,5,-1.1,4,-1,1,-1,3
CC(Sc1nc(C2CC2)n(-c2ccccc2)n1)C(=O)c1c(N)n(C)c(=O)n(C)c1=O (stereo not given),0,-9,2,0,-0.2,3,-5,-3,4,-7
COc1ccccc1N1CCN(C(=O)c2ccc(COc3cccc4c3OC(C)(C)C4)cc2)CC1,5,-1,-9,-11,0.8,-2,-2,-2,-3,-4
CC(C)OP(=O)(c1ccc(N(C)C)cc1)C(O)c1ccc(Br)cc1 (stereo not given),-4,0,6,1,-0.7,0,3,0,-4,-11
CSc1ccc(NC(=O)C2(C)CCN2C(=O)c2cc(C)n(C)n2)cc1 (stereo not given),3,5,8,nt,-0.2,5,-3,-4,4,-2
CCOC(=O)C1CCCN(C(=O)CN2CCN(Cc3ccc(Cl)cc3)C2=O)C1 (stereo not given),-1,5,-5,nt,-1.6,-5,3,-5,3,-9
CCCOC(=O)Nc1cc(OC)ccc1[N+](=O)[O-],-2,5,1,-3,0.9,-2,9,2,3,-1
COc1cc(OC)cc(C(=O)NCC(=O)N2CCN(Cc3ccccc3)CC2)c1,2,0,5,9,0.5,4,1,-3,-3,-1
Cc1cccc(C)c1NC(=O)CNC(=O)c1ccccc1,-3,-2,-14,-1,-3.0,-5,-5,-3,-3,2
O=C(CNC(=O)c1ccco1)Nc1ccc(F)c(Cl)c1,0,-5,-4,-5,-0.7,0,7,-2,-6,4
O=C(Nc1c2c(nn1-c1ccccc1)CS(=O)(=O)C2)c1cc2ccccc2o1,3,-4,24,-2,-1.1,-5,-1,-2,1,0
CCN(C(=O)COC(=O)c1ccc(=O)n(Cc2ccccc2)n1)C1CCS(=O)(=O)C1 (stereo not given),-6,4,12,2,1.3,0,3,1,-3,-4
O=C(Nc1ccc(F)cc1)C(c1ccccc1)N1CCN(CC(=O)N2CCOCC2)CC1 (stereo not given),-2,7,-1,7,2.2,2,4,1,0,5
O=C(CN(C(=O)c1csnn1)c1ccc(Br)cc1)NC1CCCCC1,4,7,1,3,-0.3,1,-5,-1,-3,-5
Nc1c(Br)c(=O)[nH]c(=O)n1-c1ccccc1,1,4,-2,6,-0.7,-1,-4,-1,-1,0

# Reformatted as labelled records: part of the list above
Cc1ccc(NC(=O)COC(=O)CC2SC(N3CCCC3)=NC2=O)cc1 (stereo not given)
  PRMT1 FP inh = 0
  NR1D1 modulator = 6
  TDP2 inh = 8
  HTRA1 inhibitor = 0
  PG9 binder = -0.1
  ABHD4 inh = 6
  TCR CD3 inh = -2
  LEDGF integ inh = -5
  SIAE primary = 0
  rCAG binder = 1
O=C(COC(=O)c1ccc2c(c1)C(=O)N(c1cccc3ncccc13)C2=O)c1ccc(Cl)cc1
  PRMT1 FP inh = 1
  NR1D1 modulator = -17
  TDP2 inh = 5
  HTRA1 inhibitor = 5
  PG9 binder = -1.1
  ABHD4 inh = 4
  TCR CD3 inh = -1
  LEDGF integ inh = 1
  SIAE primary = -1
  rCAG binder = 3

# Other records:
SMILES,PRMT1 FP inh,NR1D1 modulator,TDP2 inh,HTRA1 inhibitor,PG9 binder,ABHD4 inh,TCR CD3 inh,LEDGF integ inh,SIAE primary,rCAG binder
Cc1ccc(C(=O)NCCCc2ccccc2)s1,5,-7,-5,1,-0.8,-14,-4,-3,1,-5
CC(C)c1nnc(NC(=O)C2CCCN2C(=O)Nc2ccc(F)cc2)s1 (stereo not given),-6,-1,17,0,-1.8,-2,5,2,-1,0
CC(C)C[C@H]1CNC(=S)N1C[C@H]1CCCN1C[C@H](Cc1ccc(O)cc1)N1C[C@H](Cc2ccccc2)N(CCc2ccccc2)C1=S,1,-5,2,nt,-1.2,-3,5,2,-15,13
CCC1CCc2sc(C(=O)NNC(=O)c3ccncc3)cc2C1 (stereo not given),-7,6,-16,-13,-1.2,-3,-2,-1,3,14
Cc1cc(C)nc(NCC(O)CNc2ccccc2Cl)n1 (stereo not given),1,3,15,3,0.0,-3,4,-1,-1,-4
Cc1ccc(-c2nc3ccc(C)cn3c2Cc2ccsc2)cc1,-2,2,-2,nt,-0.3,-2,17,-1,3,6
CCC(CC)C(=O)N1CCN(Cc2nc3ccccc3c(=O)[nH]2)CC1,-2,4,-4,-4,-2.3,-11,-7,4,2,-4
Cc1ccc(S(=O)(=O)Nc2nc(C)cc(NN)n2)cc1,0,0,-12,-42,0.6,-4,0,-1,-3,12
O=C(NCc1ccncc1)[C@@H]1CCCN1C(=O)[C@H]1CCCN1,2,-2,4,nt,-0.5,4,-4,-1,-2,3
CN(C)c1ccc(/C=C(\C#N)c2ccccn2)cc1,-2,8,-11,4,-5.3,6,7,-1,-9,-6
Cc1ccc2sc(-c3ccc(NC(=O)c4cc(-n5cnnc5)ccc4Cl)cc3)nc2c1,-2,-7,-1,-40,-3.0,-12,3,0,-53,7
O=C(CSc1nc(-c2ccccc2)cc(C(F)(F)F)n1)NCc1cccs1,-3,3,-22,0,3.4,-2,10,2,-11,-1
Cc1nc([N+](=O)[O-])cn1C(C)C,-3,1,4,0,-1.9,0,-8,2,-5,2
COc1cccc(Nc2nc3ccc(OC)cc3s2)c1,-3,4,15,9,-1.8,7,-4,-3,20*,3
O=C(Nc1ccncc1)C1CCN(S(=O)(=O)c2c(Cl)cccc2Cl)CC1,6,-3,1,-5,0.4,-4,-10,4,1,-6
O=S(=O)(c1ccc(SCc2ccccc2)nc1)N1CCCCCC1,-2,9,-4,-10,-0.8,-2,2,0,5,7
O=[N+]([O-])c1cc(S(=O)(=O)N2CCCC2)ccc1N/N=C/c1cccnc1,1,-18,-7,4,-0.7,9,1,1,-2,4
O=C1CCCN1C(=O)COc1ccccc1[N+](=O)[O-],2,0,-4,-3,-1.3,2,2,-2,-3,0
